# Bfl-1 Bim block = disrupts Bim binding to human Bfl-1 | Q16548 | Bead-based flow cytometry, Bim-Bfl-1 binding inhibition | inhibition, % at 10 µM | hit rate 0.12% among 190,000;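 note: 0% = wells without compound plus tracer and 100% = blocker peptide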
# RGS7-Gao = human RGS7-Galphao interaction regulation; Multiplexed bead flow cytometry, RGS7-Galphao binding; actives lie on both sides; hit rate 0.35% among 220,000; binding response (% of control), % at 10 µM; P09471; in the data active = binding response below about 49% or above about 150%; inconclusive = no clear call, values can overlap the other calls; inactive = in between;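 note: fluorescent Galphao held in activated GDP-AlF4 state binding bead-coupled RGS7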
# GSH bead fluor = compound fluoresces at 488/530 nm on GSH beads | GSH beads flow cytometry, compound fluorescence 488/530 nm; hits give high values | fluorescence (KMESF) at 10 µM | hit rate 0.25% among 190,000 | AID 1776; in the data active = fluorescence above about 89;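 note: glutathione beads carrying GST-tagged Bcl family fusion proteins plus one bare bead set; values are compound well signal with DMSO vehicle wells as background; inactives centre near 16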
# Bcl-W Bim block = human Bim-Bcl-W interaction inhibition; Q92843; bead-based flow cytometry, Bim peptide-Bcl-W binding; inhibition, % at 10 µM; hit rate 0.02% among 190,000;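 note: 0% = bound tracer without compound and 100% = peptide blocker; higher means less fluorescent Bim peptide bound to Bcl-W beads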
# RGS4-Gao reg = human RGS4-Galphao interaction regulation | P09471 | Multiplexed bead flow cytometry, RGS4-Galphao binding; actives lie on both sides | binding response (% of control), % at 10 µM | hit rate 0.33% among 220,000 | AID 1415; in the data active = binding response below about 49% or above about 150%; inactive = in between;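 note: fluorescent Galphao activated with aluminum fluoride binding bead-coupled RGS4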
# Bcl-2 Bim block = disrupts Bim peptide binding to human Bcl-2. P10415. Bead-based flow cytometry, Bim peptide-Bcl-2 binding. inhibition, % at 10 µM. hit rate 0.06% among 190,000. AID 950; in the data active = inhibition above about 40%; inconclusive = no clear call, values can overlap the other calls;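 note: 0% = no compound wells with probe peptide and 100% = reference peptide inhibitor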
# Bim-Bcl-XL = disrupts Bim peptide binding to human Bcl-XL | Q07817 | bead flow cytometry, fluorescence | hit rate 0.04% among 190,000 | inhibition, % at 10 µM | AID 1007
# ABCB1 block = human ABCB1 inhibition, ABCG2 as counter-screen; CCRF-Adr cells, JC-1 efflux, flow cytometry; P08183; hit rate 0.067% among 190,000; inhibition, % at 6.6 µM; in the data active = inhibition above about 40%;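 note: 0% = vehicle and 100% = reference inhibitor; higher value means more JC-1 retained so stronger ABCB1 efflux block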
# Target sequence (P08183 whole entry, looked up): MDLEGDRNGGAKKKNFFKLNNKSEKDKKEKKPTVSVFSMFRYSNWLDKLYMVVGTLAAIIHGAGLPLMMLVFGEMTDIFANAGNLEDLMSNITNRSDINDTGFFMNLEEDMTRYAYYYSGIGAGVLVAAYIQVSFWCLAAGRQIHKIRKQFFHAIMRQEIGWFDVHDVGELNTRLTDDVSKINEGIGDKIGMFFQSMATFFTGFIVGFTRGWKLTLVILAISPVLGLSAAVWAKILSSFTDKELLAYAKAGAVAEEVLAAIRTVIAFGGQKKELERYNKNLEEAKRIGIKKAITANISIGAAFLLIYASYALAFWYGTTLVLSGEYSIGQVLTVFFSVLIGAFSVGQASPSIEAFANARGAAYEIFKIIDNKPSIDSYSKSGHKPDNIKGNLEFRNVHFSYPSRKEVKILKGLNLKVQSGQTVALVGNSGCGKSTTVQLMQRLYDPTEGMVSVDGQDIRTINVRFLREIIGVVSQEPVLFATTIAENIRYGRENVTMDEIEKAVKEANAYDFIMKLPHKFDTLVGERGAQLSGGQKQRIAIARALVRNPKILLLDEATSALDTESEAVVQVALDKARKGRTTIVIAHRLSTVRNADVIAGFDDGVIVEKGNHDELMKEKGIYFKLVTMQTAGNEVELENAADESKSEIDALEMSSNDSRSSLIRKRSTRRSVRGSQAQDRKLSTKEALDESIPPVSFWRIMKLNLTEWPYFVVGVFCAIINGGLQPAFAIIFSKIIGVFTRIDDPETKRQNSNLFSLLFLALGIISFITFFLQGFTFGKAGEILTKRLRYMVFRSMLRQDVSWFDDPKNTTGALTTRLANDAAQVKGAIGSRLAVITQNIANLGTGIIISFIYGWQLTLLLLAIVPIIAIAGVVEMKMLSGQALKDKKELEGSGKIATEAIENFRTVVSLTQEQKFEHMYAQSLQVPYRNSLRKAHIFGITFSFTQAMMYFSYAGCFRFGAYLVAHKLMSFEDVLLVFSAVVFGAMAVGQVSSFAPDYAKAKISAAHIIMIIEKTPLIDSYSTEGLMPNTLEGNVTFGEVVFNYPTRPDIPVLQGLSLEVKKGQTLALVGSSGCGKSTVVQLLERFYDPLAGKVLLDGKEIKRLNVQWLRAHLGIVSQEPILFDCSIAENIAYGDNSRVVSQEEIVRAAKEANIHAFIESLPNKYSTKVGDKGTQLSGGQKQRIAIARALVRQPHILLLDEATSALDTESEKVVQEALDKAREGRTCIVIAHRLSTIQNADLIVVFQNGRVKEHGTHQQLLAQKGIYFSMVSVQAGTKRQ
# Bim-Bcl-B = disrupts Bim peptide binding to human Bcl-B; Q9HD36; bead-based flow cytometry; inhibition, % at 10 µM; hit rate 0.073% among 190,000;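 note: 0% = tracer peptide without compound and 100% = reference inhibitor peptide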
# ABCG2 inh = human ABCG2 inhibition, ABCB1 as counter-screen | AID 1325 | hit rate 0.1% among 190,000 | inhibition, % at 6.6 µM | IgMXP3 cells, JC-1 efflux, flow cytometry | Q9UNQ0;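 active = inhibition above 80%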;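 note: 0% = DMSO and 100% = nicardipine control wells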
#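 Test system: IgMXP3 cells (ABCG2) mixed with DDAO far-red-labelled CCRF-Adr cells (ABCB1). Reagent: JC-1 transporter substrate. Compound dosing: single test compound dose, 6.6 µM final. Times: 10 min compound exposure, 25 °C. Detection: flow cytometry of retained JC-1 fluorescence. Read-out basis: efflux inhibition in percent versus controls. Controls: nicardipine and DMSO wells.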
# Avidin fluor = avidin bead compound fluorescence profile. Avidin beads, compound fluorescence 488/530 nm, flow cytometry; hits give high values. fluorescence (KMESF) at 10 µM. hit rate 0.38% among 220,000; in the data active = fluorescence above about 47; note: inactives centre near 10
# Active calls of the source: *; ? = inconclusive; . = not tested or not shown. Cut-off read from the data, not from the text of the source, unless noted: active = inhibition above about 40%.
nr	SMILES	ABCB1 block	Bfl-1 Bim block	Avidin fluor	Bim-Bcl-XL	Bcl-2 Bim block	RGS7-Gao	GSH bead fluor	Bim-Bcl-B	RGS4-Gao reg	ABCG2 inh	Bcl-W Bim block
1	CC(C)NC(=O)CCCn1cc([N+](=O)[O-])cn1	0.2	-8	29	-1	-2	107	11	-11	104	2	-3
2	COCc1cc(N2CCCC2)nc(-c2ccccc2)n1	0.1	-6	26	0	-2	103	10	-1	105	2	0
3	Cc1ccc(C)n1-c1ccccc1N	0.2	3	9	-7	16	76	20	-2	83	-1	-4
4	O=C(O)c1ccccc1C(=O)Nc1ccc(S(=O)(=O)NC2CCCCC2)cc1	0.3	-2	7	1	1	106	9	0	102	0	0
5	COc1ccc(C(C)NC(=O)c2ccccc2Cl)cc1OC (stereo unspecified)	0.6	1	3	-3	0	91	5	-2	93	1	-1
6	C=C(Cl)COc1cc(C)cc2oc(=O)cc(CC)c12	0.1	-11	5	-2	-3	98	26	-4	100	2	1
7	S=C(Nc1cccnc1)NC1CCCC1	-0.1	-2	7	-7	-3	100	11	-2	99	7	-2
8	Cc1ccc(NC(=O)c2cc(N3C(=O)CCC3=O)ccc2N2CCCCC2)cc1	0.1	1	6	0	-3	99	15	-5	96	2	7
9	Cc1cc(N2CCCCC2)nc(SCC(=O)c2ccccc2)n1	1.1	-2	7	-2	-5	98	54	-4	98	26	-1
10	CC1=C(C(=O)OCCNC(=O)c2ccccc2O)C(c2ccccc2[N+](=O)[O-])C(C(=O)OCC2CCCO2)=C(C)N1 (stereo unspecified)	2.2	0	4	-3	-2	98	11	-3	98	26	0
11	CC(C)(C)C1CCc2c(sc(NC(=O)CSc3nnc(-c4ccccc4)o3)c2C#N)C1 (stereo unspecified)	-0.4	0	6	-1	-2	102	29	-1	103	-1	0
12	Cc1ccc(S(=O)(=O)N/N=C/c2cccc([N+](=O)[O-])c2)cc1	0.0	26	6	25	13	80	13	18	83	-2	20
13	C=C(C)CC(c1ccccc1)N(C(C)=O)c1ccco1 (stereo unspecified)	0.6	-6	9	-1	-3	94	14	0	99	3	-3
14	COc1ccc(Nc2nc(N)nc(CSc3nc(C)cc(C)n3)n2)cc1	1.4	1	10	2	-3	95	16	0	97	20	2
15	CCN(CC)C(=O)CSC1=Nc2ccccc2C2=NC(c3ccccc3)C(=O)N12 (stereo unspecified)	0.1	-5	10	-6	-4	77	28	-7	71	1	0
16	COc1ccc(/C=C/C(=O)c2sc(-c3ccccc3)nc2C)cc1	0.2	-1	32	-1	1	93	14	-3	97	2	-1
17	CC(=O)[C@H]1CC[C@H]2[C@@H]3CCC4=CC(=O)CC[C@]4(C)[C@H]3[C@H](O)C[C@]12C	-0.8	-2	.	0	-2	.	17	-5	.	-2	0
18	O=C(CCC(=O)N1CCc2ccccc21)Nc1ccccc1	-0.3	-6	10	0	-5	95	53	-6	100	-1	4
19	Cc1cc(Cl)ccc1NC(=S)NCCC(c1ccccc1)c1ccccc1	1.1	-22	11	-11	-17	102	33	-13	103	26	-4
20	Cc1cc(C)cc(NC(=O)c2oc3ccccc3c2COc2ccccc2)c1	-0.1	5	16	-5	-5	101	9	-4	100	7	-4
21	CN1CCN(c2nc(-c3ccc(Cl)s3)cs2)CC1	-1.6	-3	12	-5	-5	97	12	-11	95	30	-3
22	CCc1ccccc1NC(=O)CSc1ccsc1[N+](=O)[O-]	0.4	2	11	-6	3	92	3	-4	93	10	-2
23	O=C(CON=C1c2ccccc2-c2ccccc21)NC12CC3CC(CC(C3)C1)C2	0.6	4	1	-4	3	98	9	-7	91	8	-3
24	CN(C)S(=O)(=O)c1cccc(-c2nnc(SCC(=O)NCCCCCC(=O)O)n2-c2ccc(F)cc2)c1	0.8	7	11	-6	-6	88	82	-13	88	10	0

# Down the list, from the results shown:
# RGS4-Gao reg for nos. 16–23: 97, ., 100, 103, 100, 95, 93, 91
# Bim-Bcl-B for nos. 16–23: -3, -5, -6, -13, -4, -11, -4, -7

# (next part)
nr	SMILES	ABCB1 block	Bfl-1 Bim block	Avidin fluor	Bim-Bcl-XL	Bcl-2 Bim block	RGS7-Gao	GSH bead fluor	Bim-Bcl-B	RGS4-Gao reg	ABCG2 inh	Bcl-W Bim block
25	C[n+]1c2n(c3ccccc31)N=C(c1ccc(Br)cc1)CS2	0.3	-12	11	-9	-8	96	39	-9	99	2	-3
26	CC1CCN(C(=O)COC(=O)[C@H](C)NS(=O)(=O)/C=C/c2ccccc2)CC1	0.6	-13	10	-4	-8	104	11	-13	99	2	0
27	Clc1ccc(-c2cc3ccccc3[nH]2)cc1	-0.2	-16	11	-8	-12	98	23	-8	101	12	0
28	CCOC(=O)c1cnc(SCC(=O)NCc2cccs2)nc1N	2.1	-22	34	-10	-9	100	26	-9	96	50	-3
29	Clc1ccc(-c2noc(COc3ccccc3)n2)cc1	0.5	0	6	2	4	102	18	2	100	1	2
30	COC(=O)CSc1nnc(CNC(=O)c2cc(OC)cc(OC)c2)n1-c1ccc(F)cc1	0.7	-3	25	2	4	97	20	5	102	1	7
31	COc1ccccc1NCC(O)Cn1c2ccccc2c2ccccc21 (stereo unspecified)	0.1	-5	32	-6	-8	103	47	-6	106	1	-1
32	CC(=O)Oc1cccc(-c2nc3ccccc3c(=O)o2)c1	0.3	-6	11	-7	-4	108	14	-8	102	2	-4
33	O=C(CSc1n[nH]c(-c2ccccc2Br)n1)NCCN1C(=O)CSC1=O	1.2	-14	8	-7	-6	93	17	-8	98	11	-4
34	COc1ccccc1/C=N/NC(=O)CC(=O)NCc1ccccc1	-0.4	1	7	1	0	102	14	1	100	0	0
35	Cc1c(C)n(CC(O)CN2CCCCC2)c2ccccc12 (stereo unspecified)	0.0	-1	39	-4	-4	101	19	-4	106	0	-3
36	O=C(CN(Cc1ccccc1)S(=O)(=O)c1ccc(S(=O)(=O)N2CCOCC2)cc1)Nc1ccccc1	0.2	-7	24	-3	-7	100	10	-9	105	3	-4
37	CC1(C)C=Cc2c(c3ccccc3[nH]c2=O)O1	6.3	-8	24	0	-4	102	14	-3	102	15	5
38	COC(=O)c1c(NC(=O)CCCC(=O)O)sc2c1CCCCC2	0.7	-1	9	-3	-3	?	16	-12	103	42	-1
39	N#CC12C(N)=NC3(OCCO3)C1(C#N)C1=C(CCC1)NC2c1ccccc1 (stereo unspecified)	-0.1	0	32	-2	-3	94	12	-1	100	0	-3
40	O=C(C1CCN(S(=O)(=O)N2CCC3(CC2)OCCO3)CC1)N1CCN(Cc2ccccc2)CC1	0.6	-3	133*	1	-4	147	26	-3	130	1	-1
41	COc1ccc2c(c1)c(C(O)CN1CCC3(CC1)OCCO3)c(C)n2C (stereo unspecified)	0.3	-10	17	-5	-4	101	22	-7	106	-1	0
42	O=c1c2ccccc2nc2n1CCS2	0.0	-17	22	-5	-8	99	30	-9	99	13	1
43	CC1(C)C(c2ccccc2)=NC(c2ccccc2)N1O (stereo unspecified)	1.6	-12	11	-3	-8	99	26	-3	98	3	0
44	COc1cccc(C(=O)N2N=C(c3ccccc3)CC2(O)C(F)(F)F)c1 (stereo unspecified)	0.1	-1	14	-4	-2	103	4	-6	102	17	-1
45	COc1ccc(C(=O)Oc2cc3c4c(c2)C(C)=CC(C)(C)N4C(=O)C3=O)cc1OC	24	-4	20	-5	0	98	12	-8	99	91*	-1
46	C/C(N)=C(/C#N)C(=O)CSc1nc2scc(-c3ccccc3)c2c(=O)n1C	1.5	-12	20	-8	-6	92	12	-6	97	2	-4
47	O=C(c1cc(-c2cccs2)on1)N1CCCCC1	0.4	0	23	-1	0	107	11	0	112	2	2
48	c1ccc(Cn2c(SCc3nc4ccccc4s3)nnc2-c2ccco2)cc1	1.1	8	7	-2	1	98	20	-18	101	3	-2

# Profiles as entered above.
# O=C(CCC(=O)N1CCc2ccccc21)Nc1ccccc1 reads ABCB1 block = -0.3; Bfl-1 Bim block = -6; Avidin fluor = 10; Bim-Bcl-XL = 0; Bcl-2 Bim block = -5; RGS7-Gao = 95; GSH bead fluor = 53; Bim-Bcl-B = -6; RGS4-Gao reg = 100; ABCG2 inh = -1; Bcl-W Bim block = 4
# S=C(Nc1cccnc1)NC1CCCC1 reads ABCB1 block = -0.1; Bfl-1 Bim block = -2; Avidin fluor = 7; Bim-Bcl-XL = -7; Bcl-2 Bim block = -3; RGS7-Gao = 100; GSH bead fluor = 11; Bim-Bcl-B = -2; RGS4-Gao reg = 99; ABCG2 inh = 7; Bcl-W Bim block = -2

# Next structures:
nr	SMILES	ABCB1 block	Bfl-1 Bim block	Avidin fluor	Bim-Bcl-XL	Bcl-2 Bim block	RGS7-Gao	GSH bead fluor	Bim-Bcl-B	RGS4-Gao reg	ABCG2 inh	Bcl-W Bim block
49	CC(=O)Oc1ccc(NC(=O)C2CCCCC2)c(C(=O)O)c1	0.0	0	11	-2	-3	95	25	2	95	0	-2
50	Cc1ccc(-c2[nH]c(-c3ccc(Cl)cc3)nc2SCC(=O)NCC2CCCO2)cc1 (stereo unspecified)	3.4	0	5	-3	2	108	16	-4	108	30	-2
51	O=C(/C(=C/O)N=Nc1cccc(C(F)(F)F)c1)c1ccccc1	0.3	-3	10	-6	-5	94	11	-4	94	6	-7
52	Cc1cc(C)nc(NC(=O)c2cc(-c3ccc(C)s3)nc3ccccc23)c1	0.8	2	3	3	7	100	6	-8	103	-5	2
53	CC(=O)NCCSCCNC(C)=O	0.1	1	6	-5	-4	98	18	-5	98	0	-4
54	Cc1ccc(CN2CCN(Cc3ccccc3)C(CCO)C2)s1 (stereo unspecified)	-0.4	-4	14	0	-1	103	16	0	102	0	-1
55	CCCCC(CC)C(=O)NCCc1ccc(S(N)(=O)=O)cc1 (stereo unspecified)	1.1	-11	9	4	-8	102	45	-8	106	5	-1
56	CC(=O)C1=C(C)OC(N)=C(C#N)C1c1cc2cc(C)c(C)cc2nc1Cl (stereo unspecified)	-0.2	-11	8	4	-7	103	35	-11	103	1	0
57	CN(C)c1ccc(NC(=S)c2ccccn2)cc1	0.4	21	3	-3	-2	96	6	-36	95	7	1
58	c1cc2c(cc1-c1[nH]ncc1CN1CC3C[C@@H]4CC1C[C@H](C3)C4)OCO2	-0.4	-4	9	-5	-1	96	10	-3	95	0	-3
59	CN(Cc1ccc(F)cc1)C(=O)c1cccc(OC2CCN(C3CCCC3)CC2)c1	1.4	-7	6	-1	-3	100	15	-5	100	4	-3
60	O=C(CCSCCC(=O)NCc1cccs1)NCc1cccs1	0.7	-6	12	-11	-1	101	36	-5	96	3	0
61	O=C(Cc1ccccc1)N(c1ccc(F)cc1)C1C=CS(=O)(=O)C1 (stereo unspecified)	-5.5	-2	12	2	2	100	28	2	98	-3	1
62	O=C(CN1C(=O)NC(Cc2c[nH]c3ccccc23)C1=O)Nc1cccc(S(=O)(=O)N2CCCCCC2)c1 (stereo unspecified)	-0.4	-16	14	-6	-13	100	9	-8	101	-9	-4
63	O=C(Cc1ccc([N+](=O)[O-])cc1)Nc1ccc(O)cc1C(=O)O	3.0	-5	3	-10	-9	100	9	-9	100	20	-7
64	c1ccc(C2=Nn3c(nnc3-c3ccco3)SC2)cc1	-0.6	1	10	0	0	101	8	-6	94	12	1
65	CC1(C)CC(=O)CC(C)(C)N1OC(=O)c1ccccn1	0.5	-2	37	0	-3	96	17	-3	100	2	-3
